# Bioassay records: PubChem BioAssay, Broad Institute
# LGR2 antag = blocks bursicon-induced cAMP signaling via Drosophila LGR2 | HEK293 LGR2, CRE-luciferase, bursicon-stimulated, 4 h | inhibition, % at 9.99 µM | AID 720647 | hit rate 0.35% among 380,000;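 active = drop in luminescence signal, shown as inhibition above about 50% in the replicate tests, limit read from the data, passing the limit was not always enough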;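 note: agonist challenge used bursicon conditioned medium at about half maximal strength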
# PglD inh = blocks C. jejuni PglD acetyltransferase activity; purified PglD enzyme, DTNB colorimetric CoA detection; inhibition, % at 12.5 µM; hit rate 0.098% among 360,000; in the data active = inhibition above about 16%, passing the limit was not always enough; note: strong numbers were not always called active
# INS-1E GSIS act = primary screen for activators of insulin secretion dependent on glucose, INS-1E cells, GLuc reporter luminescence; INS-1E GLuc reporter insulin secretion, 2-3 h; activation, % at 16.6 µM; hit rate 0.61% among 370,000;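 active = lowest replicate activation of at least 40%, so every replicate reaches that level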;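 note: 0% = median of neutral control wells and 100% = median of IBMX positive control wells; some compounds called inactive have numbers as strong as hits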
# ARNT TACC3 PPI = disrupts binding between human ARNT and TACC3 | Q9Y6A5 | AlphaScreen His-ARNT PAS-B/GST-TACC3 binding, luminescence; TACC3 fragment carries E629A point mutation | inhibition, % at 9.99 µM | hit rate 0.66% among 390,000 | AID 623870;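 active = mean inhibition of replicates at least 50% and at least half of replicates each reaching 50%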;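 note: 0% = complete ARNT plus TACC3 wells and 100% = ARNT alone without TACC3; many hits fall short of the cut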
# Statin myotox sup = protects C2C12 myotubes from simvastatin toxicity; ATP luminescence, 48 h; scaled: DMSO 0, geranylgeraniol control 100; rescue of ATP level, % at 7.49 µM; hit rate 0.78% among 330,000; AID 602340;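 active = mean ATP rescue above about 67%, or every replicate alone reaching that limit, limit read from the data, passing the limit was not always enough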;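 note: myotubes were challenged with 10 µM simvastatin during compound exposure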
# PGC1a acetyl inh = lowers PGC1a acetylation signal in U2OS cells. AID 651687. hit rate 0.17% among 350,000. AlphaScreen anti-acetyl-lysine; with virally co-expressed GCN5 acetyltransferase. inhibition, % at 15.6 µM;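 active = every replicate shows inhibition of at least 40%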;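 note: 0% = neutral control wells and 100% = positive control wells; some results beyond the cut were filed as inactive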
# PAX8 reporter = inhibitors of PAX8 transcriptional activity in RMG-I cells | RMG-I TPO-luciferase reporter, SteadyGlo, 24 h | inhibition, % at 12.6 µM | hit rate 1.2% among 360,000;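 active = mean replicate inhibition at least 60% with every replicate also reaching 60%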;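 note: luciferase light reporting Pax8 driven TPO promoter activity; plate controls were median of neutral control wells for no effect and mitoxantrone controls for full effect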
# Cneo AK release = causes C. neoformans cell lysis; adenylate kinase release luminescence, 4 h; normalised: neutral wells 0, clomiphene wells 100; lysis activity, % at 15 µM; hit rate 0.2% among 360,000; AID 651654;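 active = mean lysis activity across replicates of at least 80%, whatever share of replicates individually reach that level; inactive = mean lysis activity below 80%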
#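 Material – log-phase Cryptococcus neoformans yeast cells · Input – 5 × 10^6 yeast cells/mL · Medium – fresh YPD growth medium · Doses – single compound concentration per well · Timing – static 4 h at 37 °C with compound, 1 h detection · Detection – adenylate kinase release luminescence · Read-out – signal increase indicating cell lysis · Control set – Clomiphene as positive lysis control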
# * marks the source's active call; other numbers are inactive results; x = not tested or not shown.
# Every second line gives: LGR2 antag	PglD inh	INS-1E GSIS act	ARNT TACC3 PPI	Statin myotox sup	PGC1a acetyl inh	PAX8 reporter	Cneo AK release
O=C(COC(=O)CNC(=O)c1ccc([N+](=O)[O-])o1)Nc1ncc(Cl)cc1Cl
 : 13	-1	-20	2	-2	0	3	7
COCCn1nnnc1C(C(C)C)N(Cc1ccccc1)Cc1cc2cc(OC)ccc2[nH]c1=O (stereo not drawn)
 : -1	-5	-36	2	2	-14	x	6
Cc1c(NC(=O)C2C3C=CC(C3)C2C(=O)O)c(=O)n(-c2ccccc2)n1C (stereo not drawn)
 : 8	x	-12	-2	x	8	x	x
COc1ccccc1NC(=O)c1ccc(NS(=O)(=O)c2ccc(F)c(F)c2F)cc1
 : -1	-2	-38	-9	x	x	6	-4
CC(NC(=O)CSC1=NCCS1)c1ccccc1 (stereo not drawn)
 : 24	x	7	-4	x	x	2	x
Cc1[nH]c2ccccc2c1C(=O)C(C)OC(=O)c1ccc(NC(=O)CC#N)cc1 (stereo not drawn)
 : 12	x	0	-1	x	x	21	x
O=C(O)c1ccc(S(=O)(=O)Nc2ccc3c(c2)OCCO3)cc1
 : 8	0	6	-2	6	3	-23	1
CC(C)NC(=O)N[C@@H]1CC[C@@H](CC(=O)NCCCN(C)C)O[C@@H]1CO
 : 7	4	-1	-8	-2	-2	0	47
CC1CCCCN1C(=O)CSc1nnc2c(n1)[nH]c1ccc(F)cc12 (stereo not drawn)
 : -12	1	-14	-7	16	x	-9	-7
COc1ccc(N2C(=O)CC(Sc3nccc(C)n3)C2=O)cc1 (stereo not drawn)
 : x	5	x	-2	5	-7	12	5

# Taken from above:
# Under LGR2 antag, Cc1c(NC(=O)C2C3C=CC(C3)C2C(=O)O)c(=O)n(-c2ccccc2)n1C (stereo not drawn) reads 8
# Under INS-1E GSIS act, CC(NC(=O)CSC1=NCCS1)c1ccccc1 (stereo not drawn) reads 7
# Under ARNT TACC3 PPI, CC1CCCCN1C(=O)CSc1nnc2c(n1)[nH]c1ccc(F)cc12 (stereo not drawn) reads -7

# Remaining list, next part
# Every second line gives: LGR2 antag	PglD inh	INS-1E GSIS act	ARNT TACC3 PPI	Statin myotox sup	PGC1a acetyl inh	PAX8 reporter	Cneo AK release
COc1cccc(-c2ccc3c(c2)[C@@H]2[C@@H](CCN2S(=O)(=O)c2ccccc2OC)[C@H](CO)N3C)c1
 : 0	-1	-32	-10	-1	6	84*	-1
CN(C)C(=O)CCc1ccc2c3c([nH]c2c1)[C@]1(CCC2CCCC2)[C@@H](C(=O)N2CCOCC2)C[C@H](CC(=O)NCc2ccco2)C(=O)N1CC3
 : -3	1	28	1	8	16	-6	-1
O=C(C[C@@H]1CC[C@H]2[C@@H](COC[C@H](O)CN2Cc2nccs2)O1)NCc1ccccc1Cl
 : 8	0	3	1	2	3	1	2
COc1ccccc1NC(=O)Cn1nnc(C(=O)NCc2ccc3c(c2)OCO3)c1N
 : -22	5	10	-1	5	-3	10	3
Cc1c(-c2cccc(Cl)c2)nc2ccccc2c1C(=O)NC1CC1
 : -14	4	99*	-24	10	-2	15	13
O=C(c1ccccn1)N1CC(=O)N2[C@H](C1)[C@@H](c1ccc(C#CC3CCCC3)cc1)[C@@H]2CO
 : 4	x	-24	x	x	-3	4	x
CCCCCCNC(=O)C(C(=O)OCC)C1CCCCC1 (stereo not drawn)
 : x	1	x	-5	2	-7	x	1
Cc1ccc(S(=O)(=O)Nc2c(O)c3ccccc3oc2=O)cc1
 : 6	x	9	-12	6	12	23	0
Cc1ccc(-c2cc(C(F)(F)F)n3ncc(C(=O)N4CCCc5ccccc54)c3n2)cc1
 : 13	-2	-4	-7	-13	3	x	1
COc1ccc(CN2CCC[C@]3(N[C@H](c4ccc(C)cc4)[C@@H]4C(=O)N(Cc5ccccc5)C(=O)[C@@H]43)C2=O)cc1
 : 8	3	x	x	-6	-10	4	0
O=C(Cn1cncc1-c1ccc([N+](=O)[O-])cc1)Nc1cccc2ccccc12
 : -17	3	-10	5	x	-1	9	-1
O=C(Nc1cc(S(=O)(=O)N2CCOCC2)ccc1O)c1ccc2c(c1)S(=O)(=O)c1ccccc1C2=O
 : -9	x	-6	-4	x	x	-4	x
CCCOc1ccccc1N1C(=O)CC(N2CCOCC2)C1=O (stereo not drawn)
 : x	-2	x	-2	-5	-7	x	-1
COc1ccc(/C=C/C(=O)NCCN=C2NS(=O)(=O)c3ccccc32)cc1
 : x	x	-4	-10	x	-8	-8	x
CCn1cc(CNC(=O)c2cc(COc3ccc(F)cc3F)on2)cn1
 : 26	6	1	-5	9	5	-20	-2
CC#CCC(CC#CC)c1nc2ccccc2c(=O)n1N
 : 0	4	26	1	-8	14	-3	-7
CC(=O)Nc1nonc1NC(=O)c1ccc(F)cc1
 : x	-6	x	-4	4	5	x	-7
NC(=O)COc1cc2oc(=O)c3c(c2cc1Cl)CCCC3
 : -7	4	20	-1	-7	x	-8	0
C/C(=N\NC(=S)NCCc1ccccc1)c1ccc(C#N)cc1
 : x	-3	x	-10	1	5	-4	3
O=C(C[C@@H]1CC[C@H]2[C@@H](COC[C@@H](O)CN2CCc2ccccc2)O1)NCc1ccc(Oc2ccccc2)cc1
 : 7	-2	-19	1	-18	-13	16	-5
Cc1cccc(C(=O)NNS(=O)(=O)c2ccc(F)cc2)c1
 : -1	-2	3	-4	-1	-1	10	-2
COc1ccc(-c2sc(Nc3ccccc3)n[n+]2C)c(C)c1C
 : -6	2	-2	22	-19	x	-9	-1
CO[C@@H](CN(C)Cc1ccc2c(c1)OCO2)[C@H](C)CN(C(=O)Nc1ccc(F)cc1)[C@@H](C)CO
 : 6	-1	-8	-1	11	1	x	-7
Cc1sc2ncnc(N3CCC(C(=O)Nc4nc(-c5ccc(F)cc5)cs4)CC3)c2c1C
 : 10	-7	7	x	2	7	6	0
Cc1nn2c3ccccc3n(Cc3ccccc3)c2nc1=O
 : x	-1	x	1	118*	-4	-1	3
COC(=O)C[C@@H]1CC[C@@H](NC(=O)c2ccccc2)[C@@H](CO)O1
 : 3	-3	7	-3	2	10	-6	5
O=S1(=O)CCN(Cc2ccc(Cl)c(Cl)c2)CC1
 : 12	x	2	0	-4	2	x	1
O=C(CN1C(=O)NC(Cc2c[nH]c3ccccc23)C1=O)Nc1ccc(F)c(F)c1F (stereo not drawn)
 : -6	-5	-46	0	7	7	5	0
CN(Cc1cc2ccccc2[nH]c1=O)C(=O)C1CCCCC1
 : 4	-5	-14	x	-2	6	x	-1
CCc1nc(CN2CCN(c3cc(C(F)(F)F)ccn3)CC2)c(C)[nH]1
 : 0	-5	1	x	x	7	-1	1
COCC#Cc1ccc2c(c1)O[C@@H](CN(C)Cc1ccccc1)[C@H](C)CN([C@@H](C)CO)S2(=O)=O
 : 10	2	-37	-2	-110	5	x	0
COc1ccccc1-c1cnc2c(c1)C(=O)N([C@@H](C)CO)C[C@@H](C)[C@@H](CN(C)C(=O)c1ccccc1)O2
 : 3	4	12	22	6	4	3	-2
COc1cccc(OC)c1OCCCN1CCC(Cc2ccccc2)CC1
 : 10	-1	5	-1	9	0	14	2
CCOC(=O)N1CCN(C(=O)CSc2nc3c([nH]c4ccccc43)c(=O)n2C)CC1
 : 14	1	-1	2	-1	4	19	1
O=S(=O)(NN1CCOCC1)c1cc(Cl)cc(Cl)c1O
 : 10	4	10	1	-1	2	x	4
C[C@H](CO)N1C[C@H](C)[C@@H](CN(C)Cc2ccccc2)Oc2c(NC(=O)Nc3ccc(C(F)(F)F)cc3)cccc2C1=O
 : 6	6	-7	-7	-14	-11	x	0
COCC(=O)Nc1ccc2c(c1)[C@@H]1C[C@@H](CC(=O)NCc3ccncc3)O[C@H](CO)[C@@H]1O2
 : 16	1	2	2	1	3	x	5
C[C@@H]1CCCCO[C@@H](CN(C)C(=O)Nc2ccc3c(c2)OCO3)[C@@H](C)CN([C@H](C)CO)C(=O)c2cc(NC(=O)C3CCCCC3)ccc2O1
 : 5	-2	-5	-1	x	-3	x	45
O=C1C2CC=CCC2C(=O)N1c1ccc(N2CCN(c3ccccn3)CC2)c([N+](=O)[O-])c1 (stereo not drawn)
 : -7	x	-13	3	x	-9	-4	x
C[C@H]1CN([C@@H](C)CO)C(=O)c2cc(C3=CCCCC3)cnc2O[C@H]1CN(C)CC1CCOCC1
 : -1	3	2	-7	-13	4	7	5
COC(=O)[C@H]1[C@H](CO)[C@H]2Cn3c(ccc(-c4ccccc4F)c3=O)[C@H]2N1CC1CCOCC1
 : -3	-5	-3	0	-6	-10	-8	50
CN(C[C@H]1N[C@H](CO)[C@H]1c1ccc(C2=CCCC2)cc1)S(C)(=O)=O
 : -5	1	5	-7	-10	-9	-10	63
O=C(CN(Cc1ccco1)C(=O)CNS(=O)(=O)c1ccc(Cl)cc1)NCc1ccc(F)cc1
 : 8	4	-21	-6	6	4	x	7
COc1ccc(Cl)cc1NS(=O)(=O)c1c(C)[nH]c(C)c1C(=O)N1CCCCC1
 : -2	0	9	0	16	-3	-12	-19
COC(=O)[C@H](CCSC)NC(=O)Nc1ccc(C)cc1C
 : x	1	x	2	5	1	x	0
CC1(C)NC(=O)N(CC(=O)Nc2cc(C(F)(F)F)cc(C(F)(F)F)c2)C1=O
 : -5	6	-19	-4	x	x	11	-3
Oc1c(C(Nc2cccc(C(F)(F)F)c2)c2cccnc2)ccc2cccnc12 (stereo not drawn)
 : 27	x	-1	21	x	x	13	x
CNC(=O)NC(=O)C(C)Oc1ccccc1F (stereo not drawn)
 : -3	5	11	-3	-9	2	-26	-3
Cn1c(=O)c2cc3ccccc3nc2n(C)c1=O
 : 9	x	3	-3	x	x	-13	x
O=C(NC(=S)Nc1cccc2cccnc12)c1ccccc1
 : -1	-9	32	18	14	4	x	0

# INS-1E GSIS act: what is marked active above
molecule | LGR2 antag | PglD inh | INS-1E GSIS act | ARNT TACC3 PPI | PGC1a acetyl inh
Cc1c(-c2cccc(Cl)c2)nc2ccccc2c1C(=O)NC1CC1 | -14 | 4 | 99* | -24 | -2

# The listing continues:
# Every second line gives: LGR2 antag	PglD inh	INS-1E GSIS act	ARNT TACC3 PPI	Statin myotox sup	PGC1a acetyl inh	PAX8 reporter	Cneo AK release
COc1ccc(CNC(=O)CCS(=O)(=O)c2ccc3c(c2)NC(=O)C(C)S3)cc1 (stereo not drawn)
 : 14	1	9	0	0	x	0	2
CCC1=[N+](CC(=O)c2ccc(C)cc2)CCn2cccc21
 : x	-1	x	5	-88	17	-18	-1
CN1CCN(CCCCOc2cccc3ccccc23)CC1
 : 6	-4	x	1	6	-8	-23	1
CCOc1ccc(C(C)NC(=S)NC2CCCCC2)cc1OCC (stereo not drawn)
 : -22	x	-46	3	x	-6	1	x
Cc1[nH]n(-c2ccccc2)c(=O)c1N=Nc1ccccc1C(=O)O
 : 8	-15	-7	10	-3	-17	-26	4
COc1ccc(C(=O)NC2CCCc3ccccc32)cc1OC1CCN(C(C)=O)CC1 (stereo not drawn)
 : -10	11	20	-2	-19	-8	12	0
Cc1ccc(S(=O)(=O)N(C)C[C@@H]2Oc3ccc(NC(=O)Cc4ccccc4)cc3CC(=O)N([C@@H](C)CO)C[C@H]2C)cc1
 : -9	2	-6	-4	-37	1	-12	-1
O=C(Cc1ccccn1)N1CC2(C1)[C@@H](c1ccccc1)[C@H](CO)N2C(=O)c1ccncc1
 : 11	x	2	x	x	-2	-5	x
CC(=O)N[C@H](Cc1c[nH]c2ccccc12)C(=O)O
 : 8	7	25	-1	20	-13	3	1
CCOc1ccc(C=NCC(O)c2ccccc2)cc1 (stereo not drawn)
 : -2	4	-12	-3	8	-5	-14	1
CC(Cc1c[nH]c2ccccc12)C(=O)O (stereo not drawn)
 : x	-1	x	-18	-11	0	x	1
COc1ccc(Cl)cc1C(=O)Nc1ccccc1N1CCN(C(=O)C(C)C)CC1
 : x	-6	x	6	6	-33	24	4
O=C(O)C1C2CCC(O2)C1C(=O)Nc1ccccc1Br (stereo not drawn)
 : 5	-1	-23	2	-2	-9	-30	3
